WT yeast gro inh = growth inhibition of WT yeast, mitochondrial fusion screen. AID 1362. 2.1% of 190,000 active. inhibition, % at 10 µM. mitochondrial fusion phenotypic screen, WT strain; in the data active = inhibition above about 58%; tested in S. cerevisiae
Hep lipid drop = hepatic lipid droplet formation modulation | inhibition, % at 6.5 µM | AML12 mouse hepatocytes, oleate lipid droplets, BODIPY imaging | 0.4% of 240,000 active;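 active = lipid droplet intensity inhibited by at least 50%, with more than 500 cells counted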
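System: AML12 hepatocytes (mouse). Probe or stimulus: oleic acid at 100 µM to induce lipid droplet formation. Times: overnight treatment with compound plus oleate. Detection: Image-based BODIPY and DAPI two-channel analysis. Evaluation: percent inhibition of filter-corrected integrated lipid droplet intensity per well.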
Myeloid diff MLP = promotes myeloid progenitor differentiation; ER-HoxA9 myeloid progenitors, lysozyme-GFP differentiation, flow cytometry; calls only at 10 µM; 1% of 360,000 active;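 active = normalized GFP-positive differentiation at or above the plate's own cutoff, the solvent-only control mean plus 3 SD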;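 note: cells exposed to compound for four days before flow analysis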
Ins promoter up = MIN6 insulin promoter up-regulation; MIN6 insulin promoter-GFP reporter, high-content imaging; stronger effect = higher value; z-score at 5 µM; 0.3% of 190,000 active; AID 1625;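 active = z-score above 3 at 5 µM with at least 500 cells counted in the well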
West Nile virus CPE = inhibition of WNV-induced cytopathic effect – cell-based, CPE readout (AID 1621); one-dose CPE inhibition, % at 10 µM; IC50 in µM for titrated hits; 0.02% of 290,000 active; West Nile virus-infected cells, CPE inhibition; higher % means a stronger effect; in the data active = a potency from the dose series; note: strong numbers were not always called active
Autophagy mod = autophagy modulation, high-content screen; MEF GFP-LC3 puncta imaging; test concentration mostly 10 µM; calls only at 10 µM (by protocol); 0.98% of 190,000 active; AID 463193;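 active = percentage of spot-positive cells more than 3 SD above its plate mean, without a fluorescence outlier flag or 80% toxicity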;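 note: spot-positive cell cutoff set from DMSO-treated cells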
MT stabilizer = microtubule stabilization, imaging screen; HeLa tubulin immunostaining HCS, 24 h; share of cells brighter than vehicle mean+2SD; 0.83% of 200,000 active; AID 2205; % tubulin-high responders, % at 10 µM;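 active = plate Z-score above 3 for both tubulin-high and condensed-nucleus cell shares, with cell loss under 80%, at 10 µM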;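 note: anti alpha tubulin signal scored within the nucleus-defined area of each cell; some results filed as inactive read as strong as hits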
T cell HTS = T cell immune modulation candidate; calls only at 7 µM; AID 2052; 2C CD8+ T cell-vesicle binding, flow cytometry; stronger effect = lower value; 0.068% of 330,000 active;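 active = response, share of CD8 T cells binding vesicles, and their 90th percentile fluorescence all below set limits, cut at about 80% in these data, passing the limit was not always enough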
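System: murine 2C transgenic CD8+ T lymphocytes; also added: QL9-loaded Drosophila micro-vesicles; times: binding 1.5 h at 37 °C; measured by: flow cytometry, PE anti-B7-1 (FL2) versus Alexa647 anti-CD8 (FL8), PFA-fixed; control set: Peptide-free naked vesicles (low) and QL9 vesicles with 0.7% DMSO vehicle (high)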
bCat nuc transl = modulators of beta-catenin nuclear translocation; nuclear translocation activity, % at 5 µM; 0.3% of 190,000 active; AID 1665; HeLa beta-catenin nuclear translocation, immunofluorescence imaging;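 active = nuclear translocation activity above 50% at 5 µM, with a well cell count of 50 or more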;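 note: per-cell ratio of nuclear to cytoplasmic median beta-catenin stain intensity; plate controls were DMSO negative control for no effect and GSK-3 inhibitor IX positive control for full effect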
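Test system: human HeLa cells, native beta-catenin. Compound dosing: 5 µM primary single dose, 0.1% DMSO, 0.02–20 µM confirmation series. Incubation: compound exposure 24 h at 37°C. Detection: beta-catenin immunostaining with DAPI counterstain, 20x imaging, 6 fields/well. Read-out basis: Nuclear/cytoplasmic beta-catenin signal ratio, % activation.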
WT yeast gro inh mutant strain = second read-out of WT yeast gro inh, no call of its own (marks repeat the call); inhibition, %; mitochondrial fusion phenotypic screen, mutant strain inhibition
Ins promoter up cell count = second read-out of Ins promoter up, no call of its own (marks repeat the call); cell count; measured here: cytotoxicity, nuclei count;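 total cells summed across four imaged fields per well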
Hep lipid drop cells 6.5 µM = second read-out of Hep lipid drop, no call of its own (marks repeat the call); cell count; measured here: cell count, cytotoxicity flag;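 cells counted across two imaged fields per well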
bCat nuc transl cell count 5 µM = also measured in bCat nuc transl; calls as there; cell count; measured here: cell count, cytotoxicity flag
T cell HTS vesicle-bound % = further read-out of T cell HTS, marked with its call; double positive events, %; measured here: CD8+ vesicle-bound cell fraction;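 binding gate set so that unloaded-vesicle control wells show 10% double positive cells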
MT stabilizer Hoechst-high % = also measured in MT stabilizer; calls as there; % Hoechst-high responders; measured here: nuclear condensation Hoechst responders;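 share of cells brighter than vehicle mean plus two SD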
MT stabilizer cytotoxicity % = further read-out of MT stabilizer, marked with its call; toxicity, %; measured here: cytotoxicity by cell density;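 0% = mean cell density of plate MIN control wells and 100% = no cells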
Autophagy mod cell loss 18 h = further read-out of Autophagy mod, marked with its call; toxicity, %; measured here: cell loss, nuclei count;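 cell loss after 18 h compound exposure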
Myeloid diff MLP GFP+ MAC1+ % = also measured in Myeloid diff MLP; calls as there; GFP+ MAC1+ double positive, %; measured here: differentiation confirmed by MAC1 staining
* marks the source's active call; other numbers are inactive results; i = inactive; / = no result given; + = active, no number. Hits appear at their usual frequency. About 3.9% of those tested had a hit in this group.

SMILES	WT yeast gro inh	WT yeast gro inh mutant strain	Hep lipid drop	Hep lipid drop cells 6.5 µM	Myeloid diff MLP	Myeloid diff MLP GFP+ MAC1+ %	Ins promoter up	Ins promoter up cell count	West Nile virus CPE	Autophagy mod	Autophagy mod cell loss 18 h	MT stabilizer	MT stabilizer Hoechst-high %	MT stabilizer cytotoxicity %	T cell HTS	T cell HTS vesicle-bound %	bCat nuc transl	bCat nuc transl cell count 5 µM
O=C(CSc1ccccc1)Nc1nccs1	-9	-21	0	670	i	0.3	-1.1	1501	-0.6%	i	19	1.9	1.5	7.4	i	60	-0.2	1058
COc1ccc(N(C(=O)c2ccco2)S(=O)(=O)c2cccs2)cc1	10	-1	0	781	i	0.7	-0.13	1280	-0.1%	i	-2	3.5	0.9	1.3	i	41	-2.8	1158
CCCCN(CC)CCCNC(=O)C1CCN(c2ncnc3c2sc2cccc(F)c23)CC1	-12	-13	-6	719	i	1.1	-0.4	1135	1.9%	i	-7	2.2	3.3	5.2	i	56	-0.2	1087
CC(C)c1ccc(C2N3CC4([N+](=O)[O-])CN2CC([N+](=O)[O-])(C3)C4(C)C)cc1 (stereo not drawn)	-11	15	-3	654	i	0.3	0.74	1502	-0.5%	i	-2	1.4	2.3	10	i	60	-4.6	1139
NNC(=O)CC(=O)NC1(Cc2ccc(O)cc2)CCCCC1	-8	-8	-4	732	i	0.5	/	/	0.0%	i	-6	3.4	1.6	12	i	24	1.4	1019
CCCCN1C(=O)NC2NC(=O)NC21 (stereo not drawn)	-6	-17	-14	737	i	0.7	0	1119	0.1%	i	2	4.1	3.2	2.6	i	38	2.6	938
N/C(CC(=O)NC1CCCCC1)=N\OCC(=O)Nc1ccc(Cl)c(Cl)c1	/	/	14	668	i	0.5	0.09	1012	-0.5%	/	/	/	/	/	i	14	1.0	1367
O=C(NCCCN1CCCC1=O)c1ccc(Cl)c(Cl)c1	-7	1	-9	713	i	0.6	0.26	1227	-0.4%	i	6	1.8	1.9	9.9	i	20	1.6	1111
CNS(=O)(=O)c1cccc(C(=O)OCC(=O)Nc2ccc(Cl)cn2)c1	/	/	13	677	i	0.2	0.5	1146	0.1%	/	/	/	/	/	i	23	0.6	1360
CCOC(=O)N1CCN(C(=O)C(CC(C)C)NS(=O)(=O)c2ccc3c(c2)oc(=O)n3C)CC1 (stereo not drawn)	5	9	-5	790	i	6.3	/	/	0.4%	i	0	1.5	1.0	9.4	i	40	-8.1	1201
COc1ccc(NC(=O)c2ccc3[nH]c(C)c(C)c3c2)c(OC)c1	/	/	-3	794	i	0.4	/	/	-0.2%	/	/	/	/	/	i	47	/	/
COc1ccc(NS(=O)(=O)Cc2ccccc2)cc1OC	/	/	-8	767	i	1.1	0	860	-0.3%	i	30	1.5	1.1	9.0	i	36	-3.8	1230
CCOc1ccc(N2C(=O)Nc3ccccc3C2(O)C(=O)N2CCN(c3ccccn3)CC2)cc1 (stereo not drawn)	2	13	-12	684	i	0.1	0.06	1389	-0.6%	i	1	3.6	1.5	22	i	25	-3.7	1107
Cc1ccc(S(=O)(=O)c2c(N)n(CCCN(C)C)c3nc4ccccc4nc23)cc1	/	/	-2	747	i	0.2	0.33	1096	19%	/	/	/	/	/	i	16	0.1	1266
CCOC(=O)c1ccc(NC(=O)c2nc[nH]c2C(=O)N2CCC(C)CC2)cc1	/	/	27	644	i	0.6	0.73	895	0.2%	/	/	/	/	/	i	41	0.3	1345
CCn1c(SCC(=O)NNC(=O)Cc2ccccc2)nnc1-c1ccncc1	0	-3	-5	603	i	0.2	0.61	1550	-0.7%	i	-4	1.3	0.6	5.9	i	49	0.4	1487
COCCOC(=O)c1c(C)oc2ccc(OC(=O)c3ccco3)cc12	36	29	34	758	i	0.1	-0.23	1220	-0.4%	i	21	2.6	1.7	5.0	i	22	-1.4	589
Cc1ccc(N2CC(C(=O)Nc3c4c(nn3C(C)(C)C)CS(=O)(=O)C4)CC2=O)cc1C (stereo not drawn)	/	/	-1	790	i	0.0	/	/	-0.3%	/	/	/	/	/	i	40	/	/
COc1c2ccc(C(=O)NCCCCc3ccccc3)cc2nn1C	-2	1	/	/	+	9.7*	0.39	1451	0.0%	i	-28	2.7	0.9	4.7	i	20	-3.2	1210
O=C(NCc1ccccc1Cl)C(=O)c1cn(CC(=O)N2CCOCC2)c2ccccc12	/	/	2	713	i	5.2	/	/	0.6%	/	/	/	/	/	i	34	/	/
CC1=C(C(=O)N(C)C)C(c2ccccc2OC(F)F)NC(=O)N1 (stereo not drawn)	4	9	1	693	i	0.1	0.55	1550	0.3%	i	18	1.3	1.5	4.6	i	30	-3.5	1067
Cn1sc(=O)c2cc(S(=O)(=O)NC3CC3)ccc21	/	/	4	689	i	0.4	-0.03	1512	-0.5%	/	/	/	/	/	i	5	-2.1	1128
COc1cccc(Nc2cc(C)nc3nc(C)nn23)c1	-2	6	/	/	i	1.6	-0.22	856	0.0%	i	-3	3.3	3.5	7.1	i	62	/	/
O=C1Nc2cc(Cl)c(Cl)cc2N(O)N1c1ccc(Cl)cc1	-4	11	/	/	i	1.3	0.72	1469	0.2%	i	-2	3.6	2.1	4.4	i	16	1.1	1409
CCCCn1c(N)c(N(Cc2ccccc2OC)C(=O)COc2ccccc2C#N)c(=O)[nH]c1=O	/	/	-7	676	i	0.4	-0.07	1469	-0.1%	/	/	/	/	/	i	21	-0.3	1086
Cc1cccc(Cn2c(N3CCN(C)CC3)nc3c2c(=O)n(C)c(=O)n3C)c1	/	/	0	833	i	0.1	/	/	-0.9%	/	/	/	/	/	i	15	/	/
CC(=O)c1c(O)cc(O)c(C(C)=O)c1O	/	/	-14	695	i	3.5	0.3	1056	-0.2%	/	/	/	/	/	i	38	0.3	1148
CC(O)c1nc2ccccc2n1C1CCCCC1 (stereo not drawn)	2	8	7	618	i	5.7	-0.25	1942	-0.3%	i	2	1.7	3.7	25	i	10	-0.4	1060
CCCCn1nc(C(=O)Nc2ccc(S(=O)(=O)Nc3ncccn3)cc2)c2ccccc2c1=O	6	-3	10	680	i	0.6	-1.3	1145	-0.6%	i	-18	0.9	1.9	8.6	i	45	0.4	1046
Oc1cncc(Cc2ccccc2)c1	/	/	-2	796	i	0.5	/	/	-0.4%	/	/	/	/	/	i	48	/	/
O=C(Nc1cccnc1)c1c(F)c(F)c(F)c(F)c1F	-5	-2	-12	730	i	2.2	-0.09	1072	0.2%	i	-10	3.0	2.6	6.6	i	59	/	/
Cc1cccn2c(=O)c3cc(C(=O)NCc4ccc(F)cc4)c(=N)n(CC4CCCO4)c3nc12 (stereo not drawn)	/	/	1	681	i	0.0	/	/	-0.5%	/	/	/	/	/	i	31	/	/
COc1ccc(NS(=O)(=O)c2ccc(Cl)s2)cn1	/	/	12	689	i	0.4	1	1092	0.2%	/	/	/	/	/	i	41	1.0	1241
CC(C)CC(=O)Nc1ccc(-c2cn3ccsc3n2)cc1	11	16	16	735	i	0.6	-0.07	1178	0.3%	i	2	1.7	1.9	0.4	i	36	/	/
O=C(N/N=C/c1ccccc1O)C1SCCCS1	3	16	10	693	i	0.6	0.58	1241	0.0%	i	11	3.8	1.8	2.5	i	51	0.2	1129
O=C(/C=C/c1cn(-c2ccccc2)nc1-c1cccnc1)N1CCCCC1	2	2	9	696	i	0.2	-0.01	1311	-0.5%	i	-11	3.7	2.0	14	i	33	-0.3	1081
Cc1cccc(C)c1NC(=O)CNC(=O)C(Cc1ccccc1)NC(=O)c1ccccc1 (stereo not drawn)	/	/	8	849	i	0.6	/	/	-0.5%	/	/	/	/	/	i	8	/	/
O=C(O)CCC(=O)Nc1nc2nc(-c3ccccc3)cc(-c3ccccc3)n2n1	1	-14	/	/	i	0.8	/	/	/	i	12	3.8	1.9	7.5	i	12	/	/
O=C(CC(c1ccccc1)c1ccco1)N1CCCCC1 (stereo not drawn)	-13	1	24	639	i	0.1	0.37	1667	-0.8%	i	0	3.9	2.8	3.7	i	32	-5.7	1147
CNCCCOc1ccc(C)cc1OC	-2	4	2	684	i	1.5	-0.11	1531	0.0%	i	-9	4.4	1.6	4.7	i	65	-4.0	1158

Some of the entries so far, with each value named.
O=C(Nc1cccnc1)c1c(F)c(F)c(F)c(F)c1F
  WT yeast gro inh: -5; WT yeast gro inh mutant strain: -2; Hep lipid drop: -12; Hep lipid drop cells 6.5 µM: 730; Myeloid diff MLP: i; Myeloid diff MLP GFP+ MAC1+ %: 2.2; Ins promoter up: -0.09; Ins promoter up cell count: 1072; West Nile virus CPE: 0.2%; Autophagy mod: i; Autophagy mod cell loss 18 h: -10; MT stabilizer: 3.0; MT stabilizer Hoechst-high %: 2.6; MT stabilizer cytotoxicity %: 6.6; T cell HTS: i; T cell HTS vesicle-bound %: 59; bCat nuc transl: /; bCat nuc transl cell count 5 µM: /
Cc1cccn2c(=O)c3cc(C(=O)NCc4ccc(F)cc4)c(=N)n(CC4CCCO4)c3nc12 (stereo not drawn)
  WT yeast gro inh: /; WT yeast gro inh mutant strain: /; Hep lipid drop: 1; Hep lipid drop cells 6.5 µM: 681; Myeloid diff MLP: i; Myeloid diff MLP GFP+ MAC1+ %: 0.0; Ins promoter up: /; Ins promoter up cell count: /; West Nile virus CPE: -0.5%; Autophagy mod: /; Autophagy mod cell loss 18 h: /; MT stabilizer: /; MT stabilizer Hoechst-high %: /; MT stabilizer cytotoxicity %: /; T cell HTS: i; T cell HTS vesicle-bound %: 31; bCat nuc transl: /; bCat nuc transl cell count 5 µM: /
COc1ccc(NS(=O)(=O)c2ccc(Cl)s2)cn1
  WT yeast gro inh: /; WT yeast gro inh mutant strain: /; Hep lipid drop: 12; Hep lipid drop cells 6.5 µM: 689; Myeloid diff MLP: i; Myeloid diff MLP GFP+ MAC1+ %: 0.4; Ins promoter up: 1; Ins promoter up cell count: 1092; West Nile virus CPE: 0.2%; Autophagy mod: /; Autophagy mod cell loss 18 h: /; MT stabilizer: /; MT stabilizer Hoechst-high %: /; MT stabilizer cytotoxicity %: /; T cell HTS: i; T cell HTS vesicle-bound %: 41; bCat nuc transl: 1.0; bCat nuc transl cell count 5 µM: 1241
